# Screening data deposited in PubChem BioAssay by National Center for Advancing Translational Sciences (NCATS).
# Integrin act MD: integrin-mediated muscular dystrophy alleviation activation; alpha7betagal myoblasts, beta-gal FDG fluorescence, 48 h; Potency, µM (doses to about 38.3 µM), inactives show at the highest dose activation, most hits filed as activators; 350,000 compounds, 0.064% hits; AID 624291;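 also: potency is read from the fitted curve at half-maximal effect; 100% = response of the positive control SU9516; nearly all actives have a fitted effect of over 60% in size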
#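 alpha7betagal+/- myoblasts (passage 13, 250/well) treated 48 h at 37C with compounds at 1:260 dilution of DMSO stock. Lysed, then beta-galactosidase activity read as FDG fluorescence (ex 480/em 540) after 30 min, with pre-read for autofluorescence.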
# FBPA coupling cs: inhibits coupling enzyme system, counter-screen for aldolase hits; coupling enzyme system counterscreen, AmpLite Red fluorescence; activity change, negative = inhibition, % at 58.2 µM, hits read low; 290,000 compounds, 0.67% hits; AID 2472; in the data active = activity change below about -30%; also: % is scaled to controls: 0 for no effect and ±100 for the full control effect
#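 Counterscreen lacking aldolase: glyceraldehyde-3-phosphate coupling-enzyme reagent preincubated 10 min at RT with compound (at 57.5 uM final), then substrate/coupling system with AmpLite Red added; fluorescence read at 525/598 nm after 20 min RT.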
# KCNH2 3.1 inh: inhibitors of human KCNH2 3.1 potassium channel isoform; U2OS KCNH2 3.1, thallium flux FluxOr; active compounds read low; activity change, % (tested at about 1.8 µM); 340,000 compounds, 0.95% hits;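 active = maximum activity change below -70%; inconclusive = maximum activity change from -70% to -50%; inactive = maximum activity change above -50%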;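 also: thallium influx rate constant from kinetic fluorescence after stimulation buffer; % is scaled to controls: 0 for no effect and ±100 for the full control effect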
#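 We transduce U2OS cells with the mutant 3.1 virus, culture them overnight, load FluxOr with Red40 quencher for 45 min, then add stimulation buffer and read kinetically for 2 min to derive a normalized rate constant.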
# S-ASM inh: inhibitors of human secretory acid sphingomyelinase | P17405 | placental ASM, HMU-PC fluorogenic substrate, 60 min | Potency, µM (highest dose often 57.5 µM), inactives show at the highest dose activity change, negative = inhibition, most hits filed as inhibitors | 340,000 compounds, 0.006% hits; also: potency is read from the fitted curve at half-maximal effect
# Target sequence (P17405 47-631 limits assumed): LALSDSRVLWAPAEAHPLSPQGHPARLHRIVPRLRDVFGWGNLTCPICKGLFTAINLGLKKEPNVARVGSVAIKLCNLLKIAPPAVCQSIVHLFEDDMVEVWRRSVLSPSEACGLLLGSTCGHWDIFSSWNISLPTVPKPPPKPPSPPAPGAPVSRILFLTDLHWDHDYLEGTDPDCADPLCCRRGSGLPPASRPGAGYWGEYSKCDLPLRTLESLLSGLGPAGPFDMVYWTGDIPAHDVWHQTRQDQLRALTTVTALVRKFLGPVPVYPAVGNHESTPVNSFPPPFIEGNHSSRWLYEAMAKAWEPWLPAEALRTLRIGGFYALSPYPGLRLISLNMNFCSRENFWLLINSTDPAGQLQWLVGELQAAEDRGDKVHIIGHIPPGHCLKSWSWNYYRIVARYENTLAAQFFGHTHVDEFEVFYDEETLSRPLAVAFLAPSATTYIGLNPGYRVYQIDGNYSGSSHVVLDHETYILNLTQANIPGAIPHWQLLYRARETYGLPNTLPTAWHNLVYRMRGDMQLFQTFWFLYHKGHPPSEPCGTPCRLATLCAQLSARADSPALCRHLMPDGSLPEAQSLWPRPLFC
#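 Fluorogenic HMU-PC substrate (9 uM final) is turned over by placental ASM in 60 min at 37 C after a 10 min compound preincubation. Reaction ended by alkaline stop (pH 10), with fluorescence read at 386/447 nm.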
# MLL CXXC-DNA inh: blocks binding of human MLL CXXC domain to DNA; Q03164; MLL-CXXC / FITC-HOXA9 DNA fluorescence polarization; Potency, µM (series often up to 115 µM), for inactives: top-dose activity change, negative = inhibition, usual class: inhibitors; 290,000 compounds, 0.037% hits; active = well fitted inhibition curve with a large enough effect in the polarisation, with a control signal flat, not every such curve was filed as active; inconclusive = small, poorly fitted or top-dose-only effect, or effect the other way, or a change in a side signal; inactive = no such curve, though single readings can be large or run the other way; the % refers to the polarisation; also: potency is read from the fitted curve at half-maximal effect
#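 Purified MLL-CXXC (added from a 7 uM solution) was preincubated 5 min at ambient with pinned compounds in 50 mM Tris-HCl pH 7.5, 50 mM NaCl, 1 mM DTT, 0.05% BSA. Fluorescein-labeled HOX-A9 DNA (50 nM solution) followed, 30 min, then polarization read.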
# MBNL1-CUG inh: MBNL1-poly(CUG) RNA binding inhibition; TR-FRET MBNL1-His/biotin-(CUG)12 binding, 665/545 ratio; Potency, µM (highest dose often 57.5 µM), without a hit: top-dose activity change, negative = inhibition, actives largely listed as inhibitors; 280,000 compounds, 0.036% hits; active = well fitted inhibition curve with a large enough effect in the signal ratio, with a control signal flat, not every such curve was filed as active; inconclusive = small, poorly fitted or top-dose-only effect, or effect the other way, or a change in a side signal; inactive = no such curve, though single readings can be large or run the other way; the % refers to the signal ratio; also: potency is read from the fitted curve at half-maximal effect; % is scaled to controls: 0 for no effect and ±100 for the full control effect
# Target sequence (Q9NR56 whole entry, looked up): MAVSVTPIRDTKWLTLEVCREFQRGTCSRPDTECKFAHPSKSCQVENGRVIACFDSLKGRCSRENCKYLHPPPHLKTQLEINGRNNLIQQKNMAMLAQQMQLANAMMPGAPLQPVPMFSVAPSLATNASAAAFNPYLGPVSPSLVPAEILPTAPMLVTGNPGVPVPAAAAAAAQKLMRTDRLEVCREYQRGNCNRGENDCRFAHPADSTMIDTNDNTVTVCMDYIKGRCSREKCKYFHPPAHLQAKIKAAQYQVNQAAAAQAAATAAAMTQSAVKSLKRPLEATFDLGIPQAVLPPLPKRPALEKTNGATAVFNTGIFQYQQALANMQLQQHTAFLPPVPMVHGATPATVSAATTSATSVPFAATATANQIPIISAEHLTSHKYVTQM
#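 Inhibition of protein-RNA binding appears as loss of TR-FRET between terbium anti-His antibody on MBNL1-His and streptavidin-XL665 on biotin-(CUG)12. Activity is normalized to buffer-only and uninhibited-complex controls.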
# AT treatment: candidate therapy for ataxia-telangiectasia; […] A-T fibroblasts, KAP-1 phosphorylation AlphaLISA; neocarzinostatin DNA damage 30 min before lysis; Potency, µM (highest dose often 57.5 µM), for the others: at the highest dose activation, actives largely listed as activators; 320,000 compounds, 0.19% hits; also: potency is read from the fitted curve at half-maximal effect; % of control where 0% means no effect; nearly all actives have a fitted effect of over 45% in size
#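 hTERT-immortalized A-T patient fibroblasts ([…]), 500 cells/well in OPTI-MEM, 1% FBS, got compounds for 60 min, then NCS for 30 min at 37C. Lysates were then assayed for phospho-KAP-1 by AlphaLISA (anti-pKAP1 donor, anti-KAP1 acceptor beads), 6 hr at 25C.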
# GALK inhibitor: inhibitors of human galactokinase; 270,000 compounds, 0.007% hits; P51570; Potency, µM (highest dose often 57.5 µM), for inactives: at the top dose activity change, negative = inhibition, hits mostly inhibitors; Purified GALK, Kinase-Glo residual ATP luminescence; also: potency is read from the fitted curve at half-maximal effect; % is scaled to controls: 0 for no effect and ±100 for the full control effect
#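 5 nM enzyme, 35 uM ATP, 100 uM galactose, 20 mM HEPES pH8.0, 5 mM MgCl2; 1 h RT; residual ATP by Kinase-Glo Plus luminescence, qHTS format.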
# hERG WT inh: blocks the wildtype human KCNH2 potassium channel | Q12809 | U2OS, BacMam KCNH2, thallium flux FluxOr; active compounds read low | activity change, % at 1.84 µM | 340,000 compounds, 0.37% hits | AID 720551;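 active = maximum activity change below -70%; inconclusive = maximum activity change between -70% and -50%; inactive = maximum activity change above -50%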; also: % is scaled to controls: 0 for no effect and ±100 for the full control effect
#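 U2OS cells transduced with wild-type KCNH2 virus are loaded with FluxOr dye for 45 min, and thallium flux is measured in kinetic reads before and after stimulation buffer. Rate constants are normalized to DMSO controls.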
# TRPV1 agonist: agonists of human vanilloid receptor 1 (TRPV1); TRPV1-expressing cells, Fluo-8 calcium influx, agonist mode; 320,000 compounds, 0.19% hits; Q8NER1; activation, % at 8.33 µM; AID 540275; in the data active = activation above about 80%; inconclusive = between about 30% and that limit; also: 0% is about no effect
#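 Fluo-8 calcium influx in TRPV1-expressing cells, kinetic read (ex 480/em 520 nm). Compound added and read 3 min for agonist activity, followed by capsaicin at EC20 final and 2 min further read for enhancement.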
# * marks the source's active call; other numbers are inactive results; i = inactive; ? = inconclusive; / = no result given; [ ] = another dose, or the depositor's remark. Unless noted, calls follow the shape of the dose curve; as a rule, active = well fitted curve in the direction sought with a large enough effect; inconclusive = small, poorly fitted or top-dose-only effect, or another doubt; inactive = no such curve, though single readings can be large; an effect the other way counts as inactive or inconclusive.
# Results follow in this order: Integrin act MD | FBPA coupling cs | KCNH2 3.1 inh | S-ASM inh | MLL CXXC-DNA inh | MBNL1-CUG inh | AT treatment | GALK inhibitor | hERG WT inh | TRPV1 agonist
O=C(CCC(=O)n1ncc2ccccc21)N1CCCCC1
  10% | 0 | -16 | 5% | / | 9% | -2% | / | -1 | 17
CC(C)NCC(O)(c1ccc(Cl)cc1)c1ccc(Cl)cc1
  -59%[inhibitor] | 4 | -1 | -4% | 5% | / | 4% | 1% | i | 11
O=c1c2sc3ccccc3c2[nH]c(=S)n1CCN1CCOCC1
  28% | 1 | -6 | 6% | 5% | 25% | -2% | 6% | 2 | 9
CCOC(=O)c1c(NC(=O)CN(C)C)sc(C(=O)N(CC)CC)c1C
  -27% | 0 | -4 | 2% | -6% | -4% | -4% | -1% | 8 | 5
O=C(CC1C(=O)NCCN1Cc1c(F)cccc1Cl)NCCCn1cccn1 (stereo not given)
  -19% | -1 | -7 | 4% | -8% | -8% | 16% | -3% | -8 | 2
O=C(NCCCN1CCOCC1)c1onc(CSc2ccccc2)c1C(=O)NCCCN1CCOCC1
  20% | / | 10 | 4% | / | / | / | / | 10 | /
Cc1ccc(S(=O)(=O)/C(C#N)=C/c2c(N3CCOCC3)nc3c(C)cccn3c2=O)cc1
  -5% | -2 | -4 | 6% | 4% | ? | -7% | 1% | -1 | 5
C=CCSc1nnc2c(n1)OC=Nc1ccccc1-2
  -11% | 4 | 0 | 0% | -10% | ? | -6% | 0% | 3 | -4
CCOCCOC(=O)COc1ccc2c(=O)c(Oc3ccc(OC)cc3)coc2c1
  6% | 3 | -8 | 1% | -9% | -5% | 11% | 1% | 8 | 12
CC(=O)Nc1ccc(S(=O)(=O)Nc2cccc(-n3c(C)nc4ccccc4c3=O)c2)cc1
  -16% | / | -8 | -2% | / | / | 4% | / | 6 | -3
CN1/C(=C\C=C(C#N)C#N)C(C)(C)c2ccccc21
  8% | 0 | 10 | -12% | ? | -3% | 1% | 5% | -9 | 3
CCn1c(SCC(=O)NC2CCCc3ccccc32)nnc1-c1ccncc1 (stereo not given)
  3% | 3 | ? | 6% | 10% | -3% | 7% | 0% | -5 | -2
CCN(CC)C(=O)CSc1nc2sc3c(c2c(=O)n1-c1ccc(C)cc1)CC(C)(C)SC3
  -5% | 7 | 6 | 0% | 9% | -12% | / | 1% | 24 | ?
COc1ccc(-c2cn3cc(C)ccc3n2)cc1Br
  ? | -17 | -2 | -1% | 0% | 23% | 3% | 1% | 2 | ?
CCn1c(SCc2ccccc2)nnc1-c1cccs1
  -35% | 0 | 6 | 9% | -6% | -7% | 7% | -1% | -2 | 8
CCN1CCN(Cc2ccc(NC(=O)c3ccc(C)c(NC(=O)c4nccn4C)c3)cc2C(F)(F)F)CC1
  -8% | 0 | -34 | 2% | 17% | -6% | -5% | -1% | -7 | 1
Cn1nc(-c2ccccc2)nc1-c1ccccc1
  -20% | / | -33 | 1% | / | / | 23% | / | -10 | 8
CN1CCCN(C(=O)c2cc3c(s2)CCCC3)CC1
  ? | / | 3 | 1% | 1% | 2% | 7% | -5% | 9 | -1
CCc1ccc(NC(=O)C(C)OC(=O)C2CCC(=O)N2)cc1 (stereo not given)
  ? | 5 | 7 | 5% | 4% | -11% | -1% | 0% | -3 | -1
CCCn1c(CNC(=O)Cc2ccccc2)nc2ccccc21
  -13% | 1 | 0 | 1% | 5% | -2% | 0% | 0% | -2 | ?
COc1ccc(OC)c(S(=O)(=O)N2Cc3ccccc3CC2C(=O)Nc2nccs2)c1 (stereo not given)
  7% | -1 | -5 | -11% | 28% | 4% | -1% | -1% | 5 | -1
Cc1ccc(SCc2nc(N)nc(Nc3ccccc3C)n2)c(C)c1
  -6% | 2 | -14 | -2% | 4% | -10% | 10% | -1% | / | 12
Cc1cc(C(=O)OCC(=O)Nc2ccc(F)c(F)c2)c(C)o1
  3% | 0 | 13 | -2% | -2% | -14% | -2% | 0% | -18 | ?
CCc1cccc(NC(=O)C2CC2c2ccccc2)c1 (stereo not given)
  0% | -2 | -2 | 4% | 0% | 1% | 4% | 3% | -22 | ?
NC(=O)C1(Nc2ccccc2)CCCC1
  6% | / | -11 | -2% | / | / | / | / | -4 | /
O=S(=O)(c1ccc(Cl)cc1)N1CCC(n2cccc2)CC1
  42% | 4 | -2 | 2% | -1% | / | -3% | -1% | -7 | 1
O=C(OCCN1C(=O)c2ccccc2C1=O)c1cnccn1
  23% | -2 | 13 | 3% | 2% | 19% | 9% | 4% | -7 | -2
Cn1c(=O)oc2ccccc2c1=O
  ? | / | -12 | -3% | / | / | / | / | -2 | /
CCSc1ccc(-c2cccc([N+](=O)[O-])c2)nn1
  ? | -4 | 7 | -3% | 29% | ? | 25% | 0% | 2 | 27
COC(=O)COc1ccc2c(=O)c(-c3ccccc3)coc2c1
  17% | 1 | 0 | 0% | -11% | / | 5% | 2% | -5 | 2

# The results go on:
canonical_smiles	Integrin act MD	FBPA coupling cs	KCNH2 3.1 inh	S-ASM inh	MLL CXXC-DNA inh	MBNL1-CUG inh	AT treatment	GALK inhibitor	hERG WT inh	TRPV1 agonist
COc1ccccc1NC(=O)C1CCCN(S(=O)(=O)c2ccc(-n3cnnn3)cc2)C1 (stereo not given)	10%	0	-21	-1%	6%	-2%	/	-2%	2	1
Fc1ccc(/C=N/n2c(COc3ccccc3)n[nH]c2=S)cc1	-14%	10	-15	-4%	-9%	-7%	-21%	4%	-14	28
COc1ccccc1-c1nnc(SCC(=O)c2c(N)n(C3CC3)c(=O)[nH]c2=O)o1	-17%	/	4	2%	/	/	6%	/	1	1
O=C(COC(=O)c1cccc(S(=O)(=O)N2CCOCC2)c1)Nc1ncc(C(F)(F)F)cc1Cl	4%	1	-3	2%	4%	3%	-5%	-2%	1	4
CC(C)CN1C(=O)c2ccc(C(=O)Nc3c[nH]c(=O)[nH]c3=O)cc2C1=O	1%	4	-7	-2%	10%	?	-1%	1%	-8	0
O=C1CCc2cc(S(=O)(=O)N3CCC(C(=O)NC4CCCc5ccccc54)CC3)ccc2N1 (stereo not given)	-8%	3	17	0%	7%	-5%	15%	2%	-11	-3
Cc1ccc(NC2CCCN(C(=O)c3c(C)noc3C)C2)cc1C (stereo not given)	35%	/	18	4%	-9%	-6%	23%	4%	1	5
CC(C)(C)c1ccc(C(=O)N2CCN(c3nc4ccccc4o3)CC2)cc1	-3%	1	0	0%	1%	-9%	-2%	1%	-8	/
CSc1ccccc1NC(=O)CCn1c(=O)oc2ccccc21	-26%	2	-9	2%	-3%	-5%	3%	-3%	2	0
CN(C)c1ccc(NC(N)=S)cc1	8%	0	-7	12%	?	-9%	-10%	/	-4	1
O=C(O)CCNC(=O)c1ccc(NC(=O)C(c2ccccc2)c2ccccc2)cc1	2%	3	-1	-1%	4%	-8%	9%	9%	-3	1
CC(=O)Nc1ccc(S(=O)(=O)NCCS(=O)(=O)N2CCN(c3ccccc3)CC2)cc1	0%	-1	10	-3%	8%	2%	0%	-3%	-2	-1
NC(=O)C1=C(N=C2CCCCC2)CCCC1	22%	/	-18	1%	/	/	/	/	0	/
CCOC(=O)CC(NC(=O)c1cc2cc(Br)ccc2oc1=O)c1cccc([N+](=O)[O-])c1 (stereo not given)	2%	2	-9	-5%	7%	-6%	3%	-1%	4	-3
COCCn1c(SCC(=O)NCC2CCCO2)nc2c(c1=O)SC(C)C2 (stereo not given)	3%	0	-10	2%	-4%	4%	-1%	0%	-5	0
CCOC(=O)C1=C(C)Nc2ncnn2C1c1ccc2c(c1)OCO2 (stereo not given)	-7%	-5	2	90%[activator]	10%	-1%	0%	0%	0	-2

# Laid out differently: 2 of the compounds above
> CCOC(=O)CC(NC(=O)c1cc2cc(Br)ccc2oc1=O)c1cccc([N+](=O)[O-])c1 (stereo not given)
  Integrin act MD = 2%
  FBPA coupling cs = 2
  KCNH2 3.1 inh = -9
  S-ASM inh = -5%
  MLL CXXC-DNA inh = 7%
  MBNL1-CUG inh = -6%
  AT treatment = 3%
  GALK inhibitor = -1%
  hERG WT inh = 4
  TRPV1 agonist = -3
> COCCn1c(SCC(=O)NCC2CCCO2)nc2c(c1=O)SC(C)C2 (stereo not given)
  Integrin act MD = 3%
  FBPA coupling cs = 0
  KCNH2 3.1 inh = -10
  S-ASM inh = 2%
  MLL CXXC-DNA inh = -4%
  MBNL1-CUG inh = 4%
  AT treatment = -1%
  GALK inhibitor = 0%
  hERG WT inh = -5
  TRPV1 agonist = 0
